PI4K2A block: blocks human PI4K2A kinase activity; activity change, negative = inhibition, % at 76.9 µM; hit rate 0.13% among 420,000; purified PI4K2A, ADP-Glo luminescence, 1 h; active compounds read low; AID 1346378; in the data active means activity change below about -50%; inconclusive means mostly about -30% to -49%;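 further: -100% = wells without enzyme as full effect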
Target sequence (Q9BTU6 whole entry, looked up): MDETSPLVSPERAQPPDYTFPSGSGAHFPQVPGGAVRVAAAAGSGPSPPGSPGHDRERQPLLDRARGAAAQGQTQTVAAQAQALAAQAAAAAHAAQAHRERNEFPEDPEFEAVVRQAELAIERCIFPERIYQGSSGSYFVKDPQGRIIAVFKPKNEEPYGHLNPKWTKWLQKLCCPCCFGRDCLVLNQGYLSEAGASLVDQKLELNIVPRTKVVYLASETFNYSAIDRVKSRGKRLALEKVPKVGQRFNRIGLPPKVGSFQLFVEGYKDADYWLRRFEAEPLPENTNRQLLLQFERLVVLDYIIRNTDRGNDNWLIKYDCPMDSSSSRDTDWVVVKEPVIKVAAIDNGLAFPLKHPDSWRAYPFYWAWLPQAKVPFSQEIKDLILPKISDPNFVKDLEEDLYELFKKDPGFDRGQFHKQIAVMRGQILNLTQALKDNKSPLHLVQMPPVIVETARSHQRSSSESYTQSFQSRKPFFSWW
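In this quantitative HTS, ADP production by PI4K2A was quantified luminescently after 1 h at ambient temperature; 100 microM adenosine served as plate-quality control.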
IDH1 R132H inh: blocks human mutant IDH1 R132H enzyme; O75874; IDH1-R132H enzyme, NADPH consumption, diaphorase/resazurin fluorescence; Potency, µM (series often up to 76.6 µM), for the others: at the highest dose activity change, negative = inhibition, hits mostly inhibitors; hit rate 0.093% among 390,000; AID 602179; further: potency means the concentration at half of the fitted maximal effect; on the % scale 0 is the no-effect control and ±100 the full control effect; nearly all actives have a fitted effect of over 65% in size
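IDH1-R132H (0.5 ug/mL dispensed) in pH 7.5 Tris buffer was preincubated 30 min with compound, then given a substrate mix of 0.016 mM NADPH and 2 mM alpha-KG for 80 min at room temperature; remaining NADPH was read by diaphorase/resazurin fluorescence.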
LDHA inh: LDHA (human) enzyme inhibition; hit rate 0.15% among 480,000; P00338; purified LDHA, NADH/diaphorase-resazurin fluorescence; active compounds read low; activity change, % (values are at about 110 or 230 µM); in the data active means activity change below about -30%; inconclusive means mostly about -25% to -30%;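 further: plate controls were DMSO wells for no effect and wells without enzyme for full effect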
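Human LDH5 (2 nM) was incubated with 0.06 mM NADH and 0.2 mM pyruvate for 5 min at room temperature in Tris pH 7.4. Remaining NADH was coupled through diaphorase/resazurin, and resorufin fluorescence was read at 0 and 20 min.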
Vif-APOBEC3F blk: inhibitors of Vif-A3F interaction | HeLa A3F-eYFP + Vif (tagged APOBEC3F with the HIV-1 protein that degrades it), YFP fluorescence increase | Potency, µM (titrated, usually from 46.1 µM), for the others: at the top dose activity, negative = active | hit rate 0.2% among 390,000; further: potency means the concentration at half of the fitted maximal effect; % of control where 0% means no effect; nearly all actives have a fitted effect of over 65% in size
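Fluorescence increase (Ex 488/Em 500-530) after overnight compound treatment at 37 deg C flags inhibition of Vif-driven A3F-eYFP loss in stable HeLa A3F-eYFP/Vif cells seeded overnight beforehand.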
USP1-UAF1 inh: USP1/UAF1 (human) deubiquitinase inhibition | O94782 | recombinant USP1/UAF1, Ub-Rhodamine cleavage fluorescence | Potency, µM (top dose mostly 57.1 µM), without a hit: top-dose activity change, negative = inhibition, hits mostly inhibitors | hit rate 0.23% among 390,000; further: potency means the concentration at half of the fitted maximal effect; on the % scale 0 is the no-effect control and ±100 the full control effect; nearly all actives have a fitted effect of over 60% in size; inactives centre near -12
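In this screen, compounds sit with the deubiquitinase complex (1nM) for 15 min at room temperature before Ub-Rho is added at 150nM final. Fluorescence rise is then followed for 6 reads every 60 seconds.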
RXFP1 agonist: activates the human relaxin receptor RXFP1; hit rate 0.3% among 370,000; Q9HBX9; AID 2676; Potency, µM (highest dose often 57.5 µM), without a hit: top-dose activation, most hits filed as activators; HEK293T-RXFP1 cAMP TR-FRET, 30 min; response scale: percent of porcine relaxin response, buffer zero; further: potency means the concentration at half of the fitted maximal effect; on the % scale 0 is the no-effect control and ±100 the full control effect; nearly all actives have a fitted effect of over 60% in size; many of its hits are not listed in these tables
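HEK293T cells stably expressing RXFP1 were pretreated with the PDE4 inhibitor Ro 20174, exposed to compounds for 30 min at 37C, lysed, and cAMP was read by TR-FRET. Data normalized to buffer (basal) and 29 nM porcine relaxin (100%).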
TrxR1 substrate: is turned over as a substrate by rat TrxR1; purified TrxR1 substrate turnover, NADPH consumption readout; Potency, µM (series often up to 114 µM), for inactives: top-dose activity change, negative = substrate turnover; O89049; hit rate 0.01% among 390,000; further: potency means the concentration at half of the fitted maximal effect; on the % scale 0 is the no-effect control and ±100 the full control effect; nearly all actives have a fitted effect of over 50% in size
Target sequence (O89049 whole entry, looked up): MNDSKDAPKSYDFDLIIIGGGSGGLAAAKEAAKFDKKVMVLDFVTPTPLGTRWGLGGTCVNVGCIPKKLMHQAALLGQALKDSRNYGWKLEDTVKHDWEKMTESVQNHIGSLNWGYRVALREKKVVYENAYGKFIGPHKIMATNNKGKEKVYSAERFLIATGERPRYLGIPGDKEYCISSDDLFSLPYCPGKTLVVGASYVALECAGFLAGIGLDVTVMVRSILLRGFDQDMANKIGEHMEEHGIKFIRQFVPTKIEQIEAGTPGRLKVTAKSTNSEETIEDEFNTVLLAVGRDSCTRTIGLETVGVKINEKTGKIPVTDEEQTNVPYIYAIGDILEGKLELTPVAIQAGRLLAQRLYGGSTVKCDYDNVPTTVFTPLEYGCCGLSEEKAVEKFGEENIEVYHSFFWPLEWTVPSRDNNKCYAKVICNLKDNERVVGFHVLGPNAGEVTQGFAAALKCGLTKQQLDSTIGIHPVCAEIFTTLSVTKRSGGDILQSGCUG
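Rat TrxR1, dispensed at 90 nM, was prereduced with 400 uM NADPH (final) for 5 min at ~22 deg C, then incubated with compound 15 min before 400 uM selenite. A first-read NADPH fluorescence drop versus no-compound background flagged substrates.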
Vif-APOBEC3G blk: inhibitors of Vif-APOBEC3G interaction; Q9HC16; HeLa A3G-eYFP + Vif (tagged APOBEC3G with the HIV-1 protein that degrades it), YFP fluorescence, overnight; Potency, µM (series often up to 46.1 µM), for inactives: top-dose activity, negative = active, hits mostly inhibitors; hit rate 0.076% among 410,000; AID 602310;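 further: potency means the concentration at half of the fitted maximal effect; on the % scale 0 is the no-effect control and ±100 the full control effect; nearly all actives have a fitted effect of over 60% in size; hits raise eYFP signal because A3G escapes Vif-driven loss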
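Read-out is eYFP fluorescence (Ex 488/Em 500-530) from Vif-expressing HeLa A3G-eYFP cells; more signal means A3G escaped Vif-mediated degradation. Cells plated overnight, compound pinned in, incubated overnight at 37 deg C.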
Glioma ERSR ind: inducers of ER stress response in human glioma cells | hit rate 0.02% among 420,000 | Potency, µM, without a hit: at the top dose activation, most hits filed as activators | U87-MG GRP78 promoter luciferase reporter, 16 h; further: potency means the concentration at half of the fitted maximal effect; series mostly up to about 76 µM; % of control where 0% means no effect; nearly all actives have a fitted effect of over 35% in size
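ERSR induction read as luciferase luminescence (Bright-Glo, 10 min at room temperature) in stably transfected human U87-MG glioma cells exposed to compounds for 16 h, using GRP78 as sensor.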
The depositor's hits bear a star; ? = inconclusive; nt = not tested or not shown; & = joins results of further samples; [ ] = dose if it differs, or a comment. Unless noted, the call rests on the fitted dose curve; in most records, active means well fitted curve in the direction sought with a large enough effect; inconclusive means small, poorly fitted or top-dose-only effect, or another doubt; inactive means no such curve, though single readings can be large; an effect the other way counts as inactive or inconclusive. Not all compounds are listed, so the mix of outcomes need not match the whole.

Start of the data: the first two compounds, to show the layout:
Values run as follows: Vif-APOBEC3F blk	IDH1 R132H inh	PI4K2A block	Glioma ERSR ind	Vif-APOBEC3G blk	TrxR1 substrate	RXFP1 agonist	LDHA inh	USP1-UAF1 inh
CC12CCC(C(=O)O)(c3nc4cc([N+](=O)[O-])ccc4nc31)C2(C)C (configuration not stated)
    2%	9%	8	-4%	-5%	-9%	2.7%	-6	-2%
COc1cccc(C2NC(C)(C(=O)O)C3C(=O)N(C(C)C)C(=O)C23)c1O (configuration not stated)
    -3%	-9%	2	-3%	1%	-15%	2.6%	7	4%

The list itself, previewed entries included:
Values run as follows: Vif-APOBEC3F blk	IDH1 R132H inh	PI4K2A block	Glioma ERSR ind	Vif-APOBEC3G blk	TrxR1 substrate	RXFP1 agonist	LDHA inh	USP1-UAF1 inh
CC12CCC(C(=O)O)(c3nc4cc([N+](=O)[O-])ccc4nc31)C2(C)C (configuration not stated)
    2%	9%	8	-4%	-5%	-9%	2.7%	-6	-2%
COc1cccc(C2NC(C)(C(=O)O)C3C(=O)N(C(C)C)C(=O)C23)c1O (configuration not stated)
    -3%	-9%	2	-3%	1%	-15%	2.6%	7	4%
O=C(NCc1ccc(F)cc1)c1ccc(Cn2c(SCc3ccc(F)cc3)nc3cccnc32)cc1
    0%	-9%	-2	-2%	0%	8%	?	-8	-12%
Cc1ccc(C2=NN=C(NC(=O)CSc3nncn3C)SC2)cc1
    15%	32µM*	4	-2%	2%	-4%[57.1 µM]	4.9%	-5	-24%
C#CCn1cc(/C=N/NC(=O)c2cc3ccccc3o2)c2ccccc21
    -16%	6%	0	-1%	-18%	7%	-1.1%	-14	-9%
CC(C)NS(=O)(=O)c1ccc(Oc2ncc(C(F)(F)F)cc2Cl)cc1
    -15%	5%	0	-4%	-1%	-5%[57.1 µM]	0.1%	-1	-21%
CC1=CC(c2ccccc2)n2nnnc2N1 (configuration not stated)
    2%	11%	9	-1%	-1%	10%	-2.0%	-2	-28%
CSc1nnc(C(C)(C)C)c(=O)n1/N=C/c1ccc(Cl)cc1
    6%	9%	-3	-2%	0%	2%[57.1 µM]	1.1%	-3	-6%
O=C(C[n+]1ccc(/C=C/c2ccccc2)cc1)c1ccc2c(c1)OCCO2
    0%	7%	5	-3%	0%	-5%	1.2%	1	-21%
COc1cc2c(cc1NC(=O)C(C)Oc1ccc(Cl)cc1Cl)oc1ccccc12 (configuration not stated)
    2%	-2%	-3	-3%	-1%	33%[activator]	-0.9%	-2	13%
Cc1ccc(S(=O)(=O)NC(C)C(=O)Nc2ccc(C(N)=O)cc2)cc1 (configuration not stated)
    -9%	3%	3	-2%	2%	-1%	0.9%	-5	-15%
Cc1cc(C)cc(S(=O)(=O)Nc2cccc(-c3ccc(N4CCOCC4)nn3)c2)c1
    1%	28%	1	0%	3%	-7%[57.1 µM]	0.1%	-2	-20%
Cc1cc(C)nc(Nc2cc([N+](=O)[O-])ccc2C)n1
    12%	5%	-4	-2%	1%	-11%[57.1 µM]	0.2%	-4	-18%
CCN(CC)CCOC(=O)c1c(C)oc2ccc(OC)cc12
    -6%	1%	-6	0%	1%	-3%	1.4%	1	-7%
Cc1sc2nc(C(C)C)nc(SCC(=O)NCc3ccco3)c2c1C
    -5%	3%	-3	-5%	-18%	6%	10%	-5	-10%
COC(=O)c1ccc(NC(=O)NC2CCCCC2)cc1
    -11%	3%	-6	9%	0%	10%[57.1 µM]	0.6%	-9	-23%
COC(=O)c1cc(NC(=O)c2cc(C(C)(C)C)nn2Cc2cccc(C)c2)ccc1N1CCOCC1
    1%	8%	0	-4%	0%	4%	-1.3%	3	-4%
CCOC(=O)C(O)(C1C(=O)CC(C)(C)CC1=O)C(F)(F)F (configuration not stated)
    4%	4%	-2	-2%	-1%	2%	0.2%	-4	-12%
O=C(O)CCN1C(=O)C(=C2CCCCCC2)SC1=S
    0%	-1%	-9	-12%	-11%	-13%	3.6%	5	-16%
c1cc(-c2cc3cc4c(cc3cn2)OCO4)cs1
    0%	3%	-1	-1%	5%	1%	nt	0	-14%
COc1ccccc1N1CCNC(C)C1=O (configuration not stated)
    -6%	5%	2	-8%	0%	-11%	0.5%	2	2%
COc1ccc(C2=NOC(C(=O)NCc3cccs3)C2)cc1OC (configuration not stated)
    -10%	2%	-1	-3%	?	6%	-0.1%	-8	-11%
Nc1ccc(C(=O)c2cccs2)cc1
    -11%	3%	-1	6%	0%	-13%	4.8%	-9	-21%
COCCN(C(=O)CSc1n[nH]c(-c2ccccc2)n1)c1c(N)n(Cc2ccccc2)c(=O)[nH]c1=O
    ?	2%	7	-3%	-14%	-12%	0.7%	-9	-2%
COC(=O)c1cccc(NS(=O)(=O)c2cccs2)c1C
    5%	-1%	2	1%	0%	1%	1.0%	-4	-1%
COc1ccc2oc(C(=O)N3CCCc4ccccc43)c(C)c2c1
    -3%	6%	3	3%	-2%	-11%	0.4%	2	-19%
CCCNC(=O)c1oc2ccc3c(c2c1C)C(=O)CC(C)(C)O3
    nt	2%	1	-3%	-2%	70%[activator]	0.2%	-1	-20%
Nc1c(-c2nc(-c3ccc4c(c3)OCO4)cs2)c2ccccn2c1C(=O)c1ccc(Cl)cc1
    nt	nt	1	nt	nt	3%	27%	-6	-20%
COc1ccc(-c2cc(C(=O)Nc3ccc(C)c(C)c3)no2)cc1
    4%	3%	-3	3%	-1%	44%[activator]	28%	-5	-22%
CCC1CCCCN1C(=O)CCCOc1ccccc1 (configuration not stated)
    -2%	3%	0	-2%	-2%	7%[57.1 µM]	0.5%	-4	-2%
COc1ccc(C2c3[nH]c4ccccc4c3CCN2Cc2ccoc2)c(F)c1 (configuration not stated)
    -15%	2%	0	5%	-13%	9%	0.9%	3	-21%
COc1ccc(N(CC(=O)NC(C)(C)C)C(=O)CCC(=O)Nc2nccs2)c(OC)c1
    -6%	-12%	-8	1%	1%	1%	0.2%	-6	-8%
C[C@H](NC(=O)c1nc[nH]c1C(=O)N(C)Cc1ccccc1)c1ccccc1
    1%	0%	-1	-3%	-3%	6%[57.1 µM]	-2.4%	-3	14%
Cc1ccc2c(c1)c1c(n2CC(O)CNC(CO)(CO)CO)CCCC1 (configuration not stated)
    -1%	3%	2	-3%	0%	8%	-2.2%	-1	-8%
CCOC(=O)N1CCN(c2ncnc3c2[nH]c2ccc(OC)cc23)CC1
    -1%	4%	-2	-3%	-18%	36%[57.1 µM]	12%	-1	-4%
O=c1cc(N2CCCCC2)c(-c2ccccc2)nn1Cc1ccccc1Cl
    -35%	-19%	-6	6%	-11%	3%[57.1 µM]	0.8%	6	-1%
Cc1cc(-c2nc(C)c(-c3nnc(SCC(=O)Nc4ccc(Cl)cc4)n3C)s2)no1
    -29%	0%	3	2%	0%	10%	8.9%	-1	-10%
COc1ccc(N2C(=O)C(CC(=O)Nc3ccc(Cl)cc3)N(NC(=O)c3cccc(F)c3)C2=S)cc1 (configuration not stated)
    0%	?	4	7%	-1%	-11%	0.0%	-7	-19%
Oc1ccc(N=Nc2n[nH]c(-c3ccc(Br)cc3)n2)cc1
    6%	7%	4	8%	-7%	3%	-2.6%	-8	-7%
O=C(O)c1cccc(NC(=S)N/N=C/c2ccccc2OCc2ccc(Br)cc2)c1
    -1%	0%	-3	4%	-1%	-6%	-0.8%	-7	?
CC(=O)Nc1ccc(NC(=O)CCCCCn2nnc3ccccc3c2=O)cc1
    11%	-3%	-6	-4%	1%	-3%	14%	-11	-7%
Cc1ccc(C2(c3noc(CN4CCC(C(=O)N5CCOCC5)CC4)n3)CCCC2)cc1
    -2%	-3%	-2	3%	-1%	7%	1.6%	-3	-3%
COc1cc(CNC(=O)CCCCCCC(C)C)ccc1O
    -5%	-14%	0&-1	-3%&-1%&1%	1%	?	-0.1%	7	-27%
COc1ccc(NC(=O)C23CC4CC(C2)CC(c2ccccc2)(C4)C3)c(OC)c1
    1%	3%	0	-5%	-1%	-9%	-0.2%	-2	-18%
O=C(NC12CC3CC(CC(C3)C1)C2)C12CC3CC(C1)CC(n1cnc(Cl)n1)(C3)C2
    5%	6%	4	1%	2%	6%[57.1 µM]	0.5%	-14	0%
O=C(O)C1=C[C@H](c2ccccc2)C[C@H](OCc2ccc(CO)cc2)O1
    3%	3%	-2	-4%	-1%	-2%	4.9%	0	-23%
CCOc1ccccc1N(C)C(=O)Cn1ncc2c([nH]c3ccc(C)cc32)c1=O
    -7%	-20%	3	-1%	?	-4%	1.0%	-2	-11%
O=S(=O)(N1CCCCCC1)N1CCNCC1
    -4%	-1%	7	-2%	1%	6%[57.1 µM]	1.1%	-5	-21%
Cc1ccc(-n2ncc3c2CC(C)(C)CC3NC(=O)CCN2CCCO2)cc1 (configuration not stated)
    1%	-9%	0	1%	4%	-1%	4.0%	1	-6%
O=C(O)/C=C\C(=O)Nc1cc(O)ccc1[N+](=O)[O-]
    -7%	-10%	7	-3%	-4%	?	?	-7	-17%
O=C(N/N=C/c1c[nH]c2ccc(Br)cc12)c1ccn(Cc2ccc(Cl)cc2Cl)n1
    -9%	2%	-11	-8%	2%	6%[57.1 µM]	0.0%	0	6%
Cc1ccc(C(=O)COC(=O)c2ccco2)cc1C
    -1%	9%	1	2%	-10%	7%	-5.4%	-1	-19%
C=CCn1c(SC(C)C(=O)NC2CC2)nnc1-c1ccoc1C (configuration not stated)
    -23%	6%	9	-1%	1%	1%	1.6%	-5	-15%

Bioassay records (PubChem)
